# Screening results deposited in PubChem by several laboratories.
# OX1R antag-1 – blocks the human orexin 1 receptor. OX1R-expressing cells, FRET antagonist read-out. 330,000 tested, 1.8% active. inhibition, % at 6.6 µM. AID 485270. O43613; in the data active means inhibition mostly above about 38%, no sharp cut-off; inactive means mostly below about 40%;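 further: 0% = agonist challenge alone and 100% = reference antagonist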
# Target sequence (O43613 whole entry, looked up): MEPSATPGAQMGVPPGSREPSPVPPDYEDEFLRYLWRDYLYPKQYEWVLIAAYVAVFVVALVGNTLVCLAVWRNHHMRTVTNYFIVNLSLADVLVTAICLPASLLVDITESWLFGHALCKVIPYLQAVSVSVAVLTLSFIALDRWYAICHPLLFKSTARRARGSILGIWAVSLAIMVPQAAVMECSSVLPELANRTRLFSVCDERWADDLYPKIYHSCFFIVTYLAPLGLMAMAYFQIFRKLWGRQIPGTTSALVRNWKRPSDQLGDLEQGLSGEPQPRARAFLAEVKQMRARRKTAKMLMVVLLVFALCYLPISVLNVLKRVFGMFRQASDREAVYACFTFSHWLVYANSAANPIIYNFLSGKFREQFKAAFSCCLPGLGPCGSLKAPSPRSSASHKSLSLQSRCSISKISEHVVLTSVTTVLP
# STK33 kinase inh – inhibitors of human STK33 kinase | inhibition, % at 10 µM | 320,000 tested, 0.073% active | Q9BYT3 | purified STK33, MBP phosphorylation, ADP-Glo luminescence;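 active means inhibition at or above 25%, using the most active replicate where run in duplicate; inactive means inhibition below 25%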
# Target sequence (Q9BYT3 whole entry, looked up): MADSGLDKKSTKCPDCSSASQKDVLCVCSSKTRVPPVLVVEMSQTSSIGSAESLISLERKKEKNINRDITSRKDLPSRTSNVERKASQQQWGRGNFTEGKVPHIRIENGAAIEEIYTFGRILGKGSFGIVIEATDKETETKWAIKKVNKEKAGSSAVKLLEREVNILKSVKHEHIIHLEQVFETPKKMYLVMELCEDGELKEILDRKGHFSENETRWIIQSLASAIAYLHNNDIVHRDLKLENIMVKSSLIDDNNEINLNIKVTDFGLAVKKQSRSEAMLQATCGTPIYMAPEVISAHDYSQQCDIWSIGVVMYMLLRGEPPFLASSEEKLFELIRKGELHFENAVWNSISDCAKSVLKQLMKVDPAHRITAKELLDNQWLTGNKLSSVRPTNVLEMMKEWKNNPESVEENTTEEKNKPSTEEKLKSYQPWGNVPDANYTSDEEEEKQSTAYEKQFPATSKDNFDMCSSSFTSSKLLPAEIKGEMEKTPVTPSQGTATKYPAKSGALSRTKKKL
# OX1R antag-2 – antagonists of human orexin 1 receptor; O43613; CHO/OX1R cells, Fluo-8 calcium fluorescence, orexin A; inhibition, % at 5 µM; 330,000 tested, 0.43% active; AID 434989;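 active means inhibition above its plate's threshold, mean inhibition of all tested compounds on the plate plus 3 SD, cut at about 37% in these data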;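 further: 0% = orexin A challenge wells and 100% = SB-334867-A antagonist wells; not every result past the cut was called active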
# The depositor's hits bear a star; nt = not tested or not shown; & = joins results of further samples.
SMILES,OX1R antag-1,STK33 kinase inh,OX1R antag-2
COc1ccccc1-n1c(SCC(=O)Nc2ccc(Br)cc2)nc(O)cc1=O,5,-0.1,-9
N#CC(C#N)=C1C(=O)N(CCN2CCCCC2)c2ccccc21,14,-0.2,-4
Cc1cccn2c(CN[C@@H]3CCCC[C@H]3c3ccccc3)c(C(=O)N3CCOCC3)nc12,28,0.1,-58
O=C(CN1C(=O)S/C(=C\C=C\c2ccccc2)C1=O)Nc1cccc(O)c1,31,1.0,13
O=C(OCC1OC(n2cc(Br)c(=O)[nH]c2=O)C(Br)C1O)c1ccccc1 (stereo not drawn),-6,-0.9,-16
Cc1ccc(C(=O)N2CCN(c3cccc(C)c3C)CC2)cc1S(=O)(=O)N1CCOCC1,5,-0.1,-5
O=C(Nc1nnc(SCC(=O)N2CCCc3ccccc32)s1)c1ccc2ccccc2c1,26,0.2,-18
CCc1ccc(-c2cc(C)no2)cc1S(=O)(=O)N1CCN(c2ccc(C(C)=O)cc2)CC1,18,-0.9,-3
Cc1cc(C)c(CN2CCCC(CNC(=O)c3ccc(F)cc3)C2)c(-n2cccn2)c1 (stereo not drawn),18,0.3,-24
c1ccc2c(c1)oc1c(NCC3CCCO3)ncnc12 (stereo not drawn),18,-0.7,-9
CCN(CC)C(=O)CSc1nc2[nH]ncc2c(=O)[nH]1,6,0.3,9
Cc1ccc(CN2C(=O)[C@@H]3Cc4c([nH]c5ccccc45)C(C)(C)N3C2=O)cc1,15,-0.8,-14
Cc1nnc(SCC(=O)Nc2ccc3[nH]c(=O)[nH]c3c2)s1,9,-0.5,-5
Cc1cccc(CS(=O)(=O)Cc2ccc(C(=O)NCc3ccco3)o2)c1,2,-0.3,-5
CC(C)=CC(=O)OCC(=O)Nc1ccc(SC(F)F)cc1,10,-1.6,-9
COc1ccc(/C=N\n2nnc3ccccc32)cc1,14,0.4,-31
COc1ccccc1C(=O)NCCC(=O)NC1CCCCCC1,9,0.8,-8
O=c1nc(N/N=C/c2ccccn2)cn[nH]1,23,2.8,-17
O=C(O)C1C2C=CC(O2)C1C(=O)NCc1ccc(Cl)cc1 (stereo not drawn),21,-0.9,-30
CC(C)OC(=O)c1ccc2nc3ccccc3nc2c1,-3,0.5,-14
CCOC(=O)c1sc(-c2ccc(C)cc2)c(C#N)c1C,14,0.7,-6
CCc1nc2ccc(C(=O)NCc3ccco3)cc2nc1CC,22,1.3,-10
O=C(Nc1ccccc1-c1ccccc1)c1ccc(Cl)c([N+](=O)[O-])c1,37,-0.2,-10
CCOc1cc(NC(=O)c2ccccn2)c(OCC)cc1NC(=O)c1ccc(C)cc1,-3,-2.3,-25
Cc1cc(=O)[nH]c(N/N=C/c2ccc(N(C)C)cc2)n1,19,2.0,-15
Cc1ccc(CNC(=O)CCNS(=O)(=O)c2cccc3nonc23)cc1,9,0.8,6
COc1ccc(-c2nnc3ccc(SCC(=O)N4CCCC4)nn23)cc1,20,2.0,-15
Cn1c(=O)c2c(ncn2CC(=O)N2CCN(S(=O)(=O)c3ccc(F)cc3)CC2)n(C)c1=O,3,-0.1,-9
CCOC(=O)C1CCN(S(=O)(=O)CCNC(=O)c2ccc(F)cc2)CC1,1,nt,-20
COn1c2c(c3c4nonc4ccc31)CCCC2,15,5.1,28

# Arranged by molecular weight (low to high): some entries from above.
SMILES,OX1R antag-1,STK33 kinase inh,OX1R antag-2
O=c1nc(N/N=C/c2ccccn2)cn[nH]1,23,2.8,-17
COn1c2c(c3c4nonc4ccc31)CCCC2,15,5.1,28
COc1ccc(/C=N\n2nnc3ccccc32)cc1,14,0.4,-31
CC(C)OC(=O)c1ccc2nc3ccccc3nc2c1,-3,0.5,-14
Cc1cc(=O)[nH]c(N/N=C/c2ccc(N(C)C)cc2)n1,19,2.0,-15
CCOC(=O)c1sc(-c2ccc(C)cc2)c(C#N)c1C,14,0.7,-6
O=C(O)C1C2C=CC(O2)C1C(=O)NCc1ccc(Cl)cc1 (stereo not drawn),21,-0.9,-30
CCc1nc2ccc(C(=O)NCc3ccco3)cc2nc1CC,22,1.3,-10
CC(C)=CC(=O)OCC(=O)Nc1ccc(SC(F)F)cc1,10,-1.6,-9
COc1ccccc1C(=O)NCCC(=O)NC1CCCCCC1,9,0.8,-8
Cc1nnc(SCC(=O)Nc2ccc3[nH]c(=O)[nH]c3c2)s1,9,-0.5,-5
O=C(Nc1ccccc1-c1ccccc1)c1ccc(Cl)c([N+](=O)[O-])c1,37,-0.2,-10
COc1ccc(-c2nnc3ccc(SCC(=O)N4CCCC4)nn23)cc1,20,2.0,-15
Cc1ccc(CN2C(=O)[C@@H]3Cc4c([nH]c5ccccc45)C(C)(C)N3C2=O)cc1,15,-0.8,-14
Cc1ccc(CNC(=O)CCNS(=O)(=O)c2cccc3nonc23)cc1,9,0.8,6
CCOC(=O)C1CCN(S(=O)(=O)CCNC(=O)c2ccc(F)cc2)CC1,1,nt,-20
CCOc1cc(NC(=O)c2ccccn2)c(OCC)cc1NC(=O)c1ccc(C)cc1,-3,-2.3,-25

# (list continues)
SMILES,OX1R antag-1,STK33 kinase inh,OX1R antag-2
CN(CC(=O)Nc1ccccc1C(F)(F)F)CC(=O)N1CCCCCC1,1,-1.0,-4
Nc1cc(Cl)ccc1N1C(=O)CCC1=O,8,-0.3,-20
C=Cc1ccc(C(=O)NC2CCCN(Cc3ccccc3F)C2)cc1 (stereo not drawn),8,0.4,-30
CCOc1cccc(CN2CCC(n3nccc3NC(=O)CCCc3ccccc3)CC2)c1,14,0.7,12
COc1ccc(-c2cc(C(=O)c3c(N)n(C)c(=O)n(C)c3=O)c3ccccc3n2)cc1OC,60,-1.8,-13
COc1ccc(NC(=O)NNC(=O)COc2ccc3cc(Br)ccc3c2)cc1OC,37,-0.4,-1
Cc1ccc(NC(=O)c2cccs2)cc1S(=O)(=O)Nc1cccc(Cl)c1,21,-1.4,20
CC(=O)Nc1ccc(NC(=O)c2cccc(S(=O)(=O)N(C)C3CCCCC3)c2)cc1,6,-0.3,3
CCS(=O)(=O)c1ccc2oc(Nc3ccccc3Cl)nc2c1,37,-1.3,-17
C/C(CC(=O)Nc1ccc(N(C)C)cc1)=N\NC(=O)Cc1csc(N)n1,0,-1.4,-5
CCN(CC)c1ccc(NC(=O)CN2C(=O)CSc3ncccc32)c(C)c1,9,-0.9,-19
c1ccc(CNc2ncnc3ccccc23)cc1,19&34,-3.2&-0.2,19&7
CCOC(=O)c1ccc(NC(=O)c2nc[nH]c2C(=O)N[C@@H](Cc2ccccc2)C(=O)OC(C)(C)C)cc1,24,-2.3,-15
CSc1ccc(CCNC(=O)Cn2ncc3c([nH]c4ccccc43)c2=O)cc1,7,-2.3,-24
c1ccc(-c2nccc(-c3ccc(-n4cnc5ccccc54)cc3)n2)cc1,18,-1.9,-18
Clc1ccc(COn2c(-c3ccc(Cl)cc3Cl)nc3ncccc32)cc1,7,-0.1,10
COc1ccc(NS(=O)(=O)c2ccc(Cl)c(NC(=O)c3cccnc3Cl)c2)cc1,13,0.5,-3
Cc1nn(-c2ccccn2)c(C)c1Oc1ccccc1O,-3,-1.6,10
COc1ccc(S(=O)(=O)N2CC(O)CC2C(=O)OCc2nc3sc(C)c(C)c3c(=O)[nH]2)cc1 (stereo not drawn),7,-0.3,-15
Cc1ccccc1C(=O)N1CCC(n2nccc2NC(=O)C2CC2)CC1,37,0.0,-16
COc1ccc(NS(=O)(=O)c2ccc(N3CCOCC3)c(N)c2)cc1,26,-1.2,43
Cc1c(Cl)cnc(NC(=O)COC(=O)c2cc3c(s2)CCC(C)C3)c1Cl (stereo not drawn),12,-0.8,0
CCSc1nc(-c2ccccc2)nc2c1CCCC2,11,-2.3,-16
O=S(=O)(c1ccc2nnn(O)c2c1)N1CCOCC1,6,-0.6,5
CCS(=O)(=O)N1CCc2cc(OC)c(OC)cc2C1,13,-1.5,-5
O=[N+]([O-])c1cccc(/C=C/c2nc(C=Nc3ccccc3)c(O)o2)c1,10,-1.0,-12
O=C(c1ccccc1)[C@@H]1[C@@H]2C(=O)N(c3ccc(F)cc3)C(=O)[C@@H]2C2CCCN21 (stereo partly drawn),3,-2.8,-23
Cc1nc(C(F)(F)F)ccc1C(=O)NCC(O)c1ccccc1 (stereo not drawn),11,-0.3,-11
CN1CCC(N(C)C(=S)NCCc2ccccc2)CC1,6,-0.7,-18
Cc1ccc(S(C)(=O)=O)cc1C(=O)OCC(=O)N(Cc1ccccc1)Cc1ccccc1,15,-1.1,13
CCOC(=O)C1(CCOc2ccccc2)CCN(CCCn2cccn2)CC1,11,-1.4,-40
Cc1nn(-c2ccccc2)c(Cl)c1/C=C/C(=O)c1ccc(O)cc1,29,2.3,-8
O=C(O)c1cc(S(=O)(=O)N2CC=C(c3ccccc3)CC2)ccc1O,5,-2.5,12
O=C(NCc1ccco1)c1ccc2[nH]c(=O)c(=O)[nH]c2c1,16,-1.2,1
OCC1(Cc2ccccc2F)CCCN(CCc2ccccc2)C1 (stereo not drawn),11,-0.4,-36
COc1cccc(/C=N\NC(=O)Cn2nnc3ccccc32)c1O,26,2.4,4
CCc1ccc(S(=O)(=O)Nc2ccc(Br)cn2)cc1,0,-1.5,-17
O=C(NNS(=O)(=O)c1ccccc1[N+](=O)[O-])c1ccccc1Cl,7,-1.2,-7
CN(C)c1cc(NC(=O)CNC(C)(C)C)c2ccccc2n1,6,-4.5,4
CCOc1cc(/C=C2\C(=O)ON=C2C)ccc1OCc1ccccc1,10,3.3,-4
O=C1Nc2ccccc2C1(O)c1ccccc1O (stereo not drawn),11,1.0,-11
c1ccc(CCn2cnc3ccccc32)cc1,27,-0.6,-13
Cc1cc(C)c2c3c(oc2n1)C(=O)N(c1cccc(Cl)c1)CC(=O)N3,16,-0.8,-18
Cc1ccc(Cl)cc1N1CCN(C(=O)C2CCN(c3nnc(-n4cccc4)s3)CC2)CC1,12,-0.3,-15
COc1ccccc1NS(=O)(=O)c1ccc(C)c(C(=O)NCC(c2ccco2)N2CCCCC2)c1 (stereo not drawn),19,0.2,-19
Cc1[nH]c(=O)[nH]c(=O)c1NC(=O)CSc1ncccc1-c1nc2ccccc2[nH]1,2,0.5,1
O=c1cc(CSc2nnc3ccccn23)c2c(ccc3ccccc32)o1,49,0.4,-16
O=C1OC(c2ccc3c(c2)OCO3)N(C(=O)c2ccc(Cl)c(Cl)c2)c2ccccc21 (stereo not drawn),76*,-0.6,-1
N#Cc1cccnc1N1CCN(C(=O)c2ccc3c(c2)S(=O)(=O)c2ccccc2C3=O)CC1,45,-1.2,-36
Cc1nn(C)c(C)c1/C=C(/C(=O)C(C)C)n1cncn1,-1,-2.3,-9
CCc1nnc(NS(=O)(=O)c2ccc(NC(=S)NC(=O)c3ccccc3)cc2)s1,-3,0.5,14
O=C1C(=O)N(Cc2cccnc2)C(c2cccc(F)c2)/C1=C(/O)c1ccc2c(c1)OCO2 (stereo not drawn),19,0.4,0
Cc1ccc(-c2nc(N)n(C(=O)c3cccs3)n2)cc1,12,-0.9,-23
O=C(Cn1c(-c2ccccc2)c[n+]2ccsc12)c1ccccc1,6,-0.5,-5
Cc1ccc(-c2noc(CCC(=O)N3CCN(c4cccc(C(F)(F)F)c4)CC3)n2)cc1,14,-1.3,-8
CC(=O)OC[C@]12CC[C@H]3[C@@](C)(CC[C@H]4C(C)(C)CCC[C@]34C)[C@@H]1C[C@H](C1=CC(=O)O[C@H]1OC(C)=O)O2,-2,-0.4,51*
CCCn1c(SCC(=O)NCc2ccccc2)n[nH]c1=O,13,0.5,-6
CCN(CC)C(=O)Cn1cc(S(=O)(=O)CC(=O)Nc2ccc3c(c2)OCCO3)c2ccccc21,16,-1.4,-7
CCN1C(=O)N[C@@H](c2cccc(C(F)(F)F)c2)[C@@H](C(=O)OC)[C@H]1C,4,-0.3,-10
O=C(CCN1C(=O)C2C3C=CC(C4CC34)C2C1=O)Oc1cccc2cccnc12 (stereo not drawn),24,1.0,-16

# Reformatted: 2 of the compounds above.
# Values in the order: OX1R antag-1 | STK33 kinase inh | OX1R antag-2
Cc1nn(C)c(C)c1/C=C(/C(=O)C(C)C)n1cncn1
    -1 | -2.3 | -9
CCCn1c(SCC(=O)NCc2ccccc2)n[nH]c1=O
    13 | 0.5 | -6

# More records follow.
SMILES,OX1R antag-1,STK33 kinase inh,OX1R antag-2
COc1ccc(CN2CCN(c3ccccn3)CC2)c(OC)c1,4,-1.7,-12
Cc1ccc(-c2nnc3ccc(SCC(=O)NCc4ccco4)nn23)cc1,13,-0.4,-20
Cc1ccc(S(=O)(=O)N2[C@@H](c3ccc(Cl)cc3)C(C(=O)O)=CC[C@H]2c2ccc(Cl)c(Cl)c2)cc1,33,-0.6,14
Nc1nc(NCc2ccccc2)nc(-c2ccccc2)n1,20,0.5,-14
CC1(C)Cc2c(C#N)c(NCCO)nc(-c3ccco3)c2CO1,3,-1.7,-19
O=C(NNS(=O)(=O)c1ccc(F)cc1)c1ccccc1O,4,-0.5,-15
Cc1c(C(=O)N2CCOCC2)oc2c1C(=O)CC(C)(C)C2,3,-1.4,1
CCOc1cc(/C=N/NC(=O)CNc2cccc(C)c2)ccc1OC(=O)c1ccccc1,19,-1.5,-5
CCOc1ccccc1Nc1cc(C)nc2nc(C)nn12,16,-4.5,-3
O=C(NC1CCCCC1)c1ccc2c(=O)n(CC3CCCO3)c(=O)[nH]c2c1 (stereo not drawn),11,0.5,-4
O=C(Nc1ncc(Cc2ccccc2)s1)C1=NCCN1,9,-0.1,7
O=C1CC(c2ccccc2)NC(=O)N1 (stereo not drawn),18,-0.7,8
